Assay outcomes deposited in PubChem BioAssay by National Center for Advancing Translational Sciences (NCATS).
Lipid storage S3 = qHTS Assay for Lipid Storage Modulators in Drosophila S3 Cells; lipid storage change, negative = inhibition, % at the top dose, mostly 46.1 µM; hits show Potency in µM; Drosophila S3 cells, BODIPY lipid droplet fluorescence, 18-24 h; cells fed with added oleic acid; hit rate 0.64% among 320,000; AID 2685; active = well fitted inhibition curve with a large enough effect in the signal ratio, with a control signal flat, not every such curve was filed as active; inconclusive = small, poorly fitted or top-dose-only effect, or effect the other way, or a change in a side signal; the % refers to the signal ratio
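Drosophila S3 cells loaded with oleic acid (400 uM, as added) and compounds at several concentrations; lipid droplets imaged by 488-nm laser-scanning cytometry, 500–530 nm intensity and object ratio to cell channel. Percent activity normalized to 20 uM Triacsin C.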
Lipid storage S3 cell count max = also measured in Lipid storage S3; calls as there; cell number change, %; measured here: cell count max response;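 cells counted by Cell Tracker Red CMTPX staining in the red channel; peak over a dose series mostly up to 46.1 µM; percent activity relative to internal control wells on each plate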
Active calls of the source: *; i = inactive; ? = inconclusive; nt = no result given; [ ] = another dose, or the depositor's remark. % is scaled to controls: 0 for no effect and ±100 for the full control effect; potency is read from the fitted curve at half-maximal effect. Not all compounds are listed (hit frequency here may not be typical).

Each structure is followed by: Lipid storage S3, Lipid storage S3 cell count max
- O=[N+]([O-])c1ccc(CN2CCN(c3ccccc3)CC2)o1
→ ?, nt
- CCOc1ccc(NC(=O)N(C2CCCCC2)C(C)c2ccncc2)cc1 (stereo not given)
→ -6.2%, -9.3
- COc1ccc(N2CCN(CC(=O)Nc3ccc(-n4cnnn4)cc3)CC2)cc1
→ 0.6%, 6.6
- CCNC(=O)N1CCOCC1
→ ?, nt
- CC(=O)N1CCc2cc(S(=O)(=O)NC(C)c3ccccc3)ccc21 (stereo not given)
→ ?, nt
- CCC(C)Sc1cc(-c2nc3ccccn3c2NC2CCCCC2)ccc1OC (stereo not given)
→ ?, nt
- Cc1ccc(/C(N)=N/OC(=O)c2ccc(F)cc2)cc1
→ i, nt
- COc1ccc(NC(=S)N2CCC(C(=O)c3ccc(OC)cc3)CC2)cc1
→ 10.2%, -17.6
- O=C(/C=C/Nc1ccc(S(=O)(=O)Nc2cnc3ccccc3n2)cc1)c1cccnc1
→ 23.4%, nt
- COC(=O)CNC(=O)COC(=O)/C=C/c1cccs1
→ 0.1%, 19.5
- O=C(OCc1nc2ccc(Cl)cc2n1CCO)c1ccc(O)cc1
→ ?, nt
- COc1ccc(C(=O)Oc2c(OC)cc(C(=S)N3CCOCC3)cc2OC)cc1OC
→ ?, nt
- Cc1ccc(OCC(=O)N2CCN(C(=O)CCC3CCCC3)CC2)cc1
→ i, 6.8
- O=C(O)Cn1cnc2scc(-c3cccs3)c2c1=O
→ ?, nt
- COc1cccc(CC(=O)NNC(=O)c2ccc3c(c2)OCO3)c1
→ 25.2%[0.369 µM], -0.1
- Cn1c(=O)[nH]c(=O)c2c1nc(Sc1ccccc1)n2CCc1ccccc1
→ ?, nt
- Cc1ccc(-c2nc(S(=O)(=O)c3ccc(C)cc3)c(N3CCOCC3)o2)cc1
→ ?, nt
- O=C(CCCOc1ccc(Cl)cc1Cl)Nc1cccnc1
→ i, nt
- Cc1ccc(C(=O)N(C)CC(=O)Nc2cccc(F)c2)cc1S(=O)(=O)N1CCCCC1
→ ?, nt
- CCOCCCNC(=O)c1c[nH]c2c(CC)cccc2c1=O
→ 9.9%, 4.4
- O=C(Nc1ccccc1F)C1CCN(C(=O)NC2CCCCC2)CC1
→ 17.9%, 0.4
- Cc1c(C(=O)N/N=C/c2cccc(O)c2)nnn1-c1nonc1N
→ ?, nt
- CN(C)C=NC(=O)/C(C#N)=C1\CCc2ccccc2N1
→ ?, nt
- COc1ccc(NC(=O)COc2nc(N(C)C)nc(N(C)C)n2)cc1
→ i, 1.3
- COc1ccccc1NC(=O)C(C)OC(=O)CCCN=C1NS(=O)(=O)c2ccccc21 (stereo not given)
→ i, nt
- COCCSc1ccccc1C(=O)NCC1CCCO1 (stereo not given)
→ ?, nt
- CCC(C(=O)Nc1ccccc1C(=O)N1CCCC1)N1C(=O)c2ccccc2C1=O (stereo not given)
→ ?, nt
- Cc1ccc2nc(Nc3nc(CSc4nnnn4-c4ccccc4)cc(=O)[nH]3)nc(C)c2c1
→ ?, nt
- CCN(CC)C(=O)COc1ccc2oc(C)c(C(=O)OC(C)C)c2c1
→ ?, nt
- CC(=O)c1nn(-c2cccc(Br)c2)cc1C(=O)c1cccc2ccccc12
→ ?, nt

Each structure is followed by: Lipid storage S3, Lipid storage S3 cell count max
- COc1ccc(NC(=O)c2ccc3ncsc3c2)cc1
→ 5.7%, 5.5
- O=C(NC1CCS(=O)(=O)C1)c1cccc(Br)c1 (stereo not given)
→ -8.9%, -19.9
- NNC(=S)Nc1cccc(-c2n[nH]c(=S)o2)c1
→ ?, nt
- COc1ccccc1NC(=S)NCCc1ccccc1
→ ?, nt
- COc1ccc2c(c1)c(C(=O)N/N=C/c1ccc(Br)cc1)c(C)n2C
→ 23.0%, 12.0
- CCc1ccc(NC(=O)COc2ccc3c(c2)OCO3)cc1
→ ?, nt
- O=C(/C=C/c1cccc([N+](=O)[O-])c1)NCCSCc1cccc(Cl)c1
→ ?, nt
- O=S(=O)(Nc1ccccc1N1CCCCC1)c1ccccc1
→ ?, nt
- O=[N+]([O-])c1cc(/C=N/O)ccc1SCc1ccccc1
→ ?, nt
- Nc1ccc(S(N)(=O)=O)cc1N
→ ?, nt
- CCCc1ccc(OCc2ccc(C(=O)Nc3cccc(C)n3)o2)c(OC)c1
→ 2.1%, -12.3
- N#Cc1ccccc1OCC(=O)NC(=O)NCc1ccco1
→ ?, nt
- Cc1ccc(COc2ccc(CNCCCN3CCCCCC3=O)cc2)cc1
→ ?, nt
- CCSc1nnc(NC(=O)C2CCCN(S(=O)(=O)c3cnc[nH]3)C2)s1 (stereo not given)
→ 15.6%, nt
- CCC(=O)c1ccc(OCC(=O)OC(C)C(=O)N2CCc3ccccc32)cc1 (stereo not given)
→ ?, nt
- CCNC(=S)NNC(=S)NCc1ccccc1
→ ?, nt
- OC1CCN(C(c2ccc3ncccc3c2)c2nnnn2C2CCCCC2)CC1 (stereo not given)
→ 23.3%, 0.0
- O=C(CCCN1C(=O)c2ccccc2C1=O)Nc1c2c(nc3c1CCC3)CCC2
→ 3.5%, 19.1
- O=C(COc1ccc(Br)cc1)N/N=C1/SCC(=O)N1Cc1ccco1
→ ?, nt
- COC(=O)c1cc(C(=O)Nc2nc3ccccc3[nH]2)cc([N+](=O)[O-])c1
→ ?, nt
- Cc1ccccc1OCC(=O)Nn1c(COc2ccccc2)nc2ccccc2c1=O
→ i, nt
- COC(=O)c1cc(=O)c2cccc(OC)c2[nH]1
→ ?, nt
- COc1ccc(S(=O)(=O)N2CCCC2)cc1C(=O)N1CCCCC1
→ 0.8%, 4.1
- CC(C)(C)OC(=O)NCCc1nnc(SCc2ccccc2Cl)o1
→ 9.6%, -1.9
- CCOC(=O)C1CCN(C(=O)COC(=O)c2ccc([N+](=O)[O-])o2)CC1
→ ?, nt
- O=C(CNCc1ccco1)Nc1ccc(Oc2ccccc2)cc1
→ -0.8%, -12.2
- COc1cc(C(=O)Nc2cccc(NC(=O)c3cccs3)c2)cc(OC)c1OC
→ ?, nt
- CCOC(=O)NC1(NC(C)C)Oc2ccccc2O1
→ ?, nt
- CCOc1ncccc1C(=O)Nc1ccc2nc(C)sc2c1
→ ?, nt
- O=C(c1cc([N+](=O)[O-])cc([N+](=O)[O-])c1)N(c1ccccn1)c1ccccn1
→ 0.0%, -8.1

A section of the results above, for reference:
Each structure is followed by: Lipid storage S3, Lipid storage S3 cell count max
- COc1ccc(NC(=O)c2ccc3ncsc3c2)cc1
→ 5.7%, 5.5
- O=C(NC1CCS(=O)(=O)C1)c1cccc(Br)c1 (stereo not given)
→ -8.9%, -19.9
- NNC(=S)Nc1cccc(-c2n[nH]c(=S)o2)c1
→ ?, nt
- COc1ccccc1NC(=S)NCCc1ccccc1
→ ?, nt
- COc1ccc2c(c1)c(C(=O)N/N=C/c1ccc(Br)cc1)c(C)n2C
→ 23.0%, 12.0

Next section:
Each structure is followed by: Lipid storage S3, Lipid storage S3 cell count max
- Cc1ccc(S(=O)(=O)N/N=C/c2cccc(OC3CSC3)c2)cc1
→ ?, nt
- OCC1(Cc2ccccc2F)CCCN(CC2CCCCC2)C1 (stereo not given)
→ ?, nt
- COc1ccc(NS(=O)(=O)c2cc(NC(=O)CNC(=O)c3ccc(C)s3)ccc2Cl)cc1
→ ?, nt
- O=C(Nc1nnc(SCc2ccccc2)s1)C1=COCCO1
→ -14.4%, -18.2
- FC(F)(F)c1cc(C(F)(F)F)c2ccc(Oc3ccccc3)nc2n1
→ -0.2%, 23.9
- O=C(COc1ccccc1)Nc1ccc(OC(F)(F)C(F)F)c(NC(=O)COc2ccccc2)c1
→ ?, nt
- O=C(NCC(c1ccco1)N1CCc2ccccc2C1)c1ccccc1Br (stereo not given)
→ ?, nt
- c1csc(-c2ccn[nH]2)c1
→ -9.6%, 2.2
- CCCCn1c(CCNC(=O)CCC)nc2ccccc21
→ ?, nt
- O=C(/C=N/NC(=O)c1ccc(Cl)cc1Cl)c1ccccc1
→ -28.2%, -7.2
- O=C(Nc1cccc(S(=O)(=O)N2CCOCC2)c1)c1ccccn1
→ -9.8%, -0.1
- COC(=O)N/N=C/c1cccs1
→ 23.7%, 5.0
- CC(=O)c1cn(C(=O)c2ccc(Cl)cc2)c2ccccc12
→ ?, nt
- COc1cc(/C=C/C2=NC(=O)C(C)(C)O2)ccc1O
→ ?, nt
- COc1ccc2c3c(cccc13)OC2=O
→ ?, nt
- COc1cc(/C=N/NC(=O)Cc2csc(C)n2)ccc1OCC(C)C
→ ?, nt
- CCOc1ccc(/C=N/NC(=O)CC(=O)Nc2ccc(Cl)c(Cl)c2)cc1
→ ?, nt
- Cc1ccccc1N1C(=O)C(Oc2ccc(Cl)cc2)C1CNCC1CCCO1 (stereo not given)
→ 9.7%, 5.2
- CCN(CC(=O)NCc1ccc(F)cc1)C(=O)/C=C/c1ccco1
→ -1.3%, -10.1
- COc1ccc(CN2C(=O)C(CC(C)C)Nc3ncnc(N4CCN(c5ccccc5)CC4)c32)cc1 (stereo not given)
→ ?, nt
- CCCC1C2C(=O)N(c3ccc(OC)cc3)C(=O)C2ON1c1ccccc1 (stereo not given)
→ ?, nt
- CCc1ccccc1NC(=S)Nn1cnnc1
→ i, 11.8
- COc1ccc(NC(=O)Cn2c(=O)oc3cc(S(=O)(=O)N4CCCC4)ccc32)cc1
→ ?, nt
- COc1ccc(C)cc1NC(=O)CCC(=O)Nc1nnc(C(F)(F)F)s1
→ 18.3%, -5.8
- CNS(=O)(=O)c1cccc(C(=O)NNC(=O)c2ccc(COc3ccccc3)cc2)c1
→ ?, nt
- Cn1c(SC(C(=O)Nc2ccc(F)cc2)c2ccccc2)nc2ccccc21 (stereo not given)
→ ?, nt
- CC(=O)c1cccc(CN2CCCC(C(=O)c3ccc4c(c3)OCO4)C2)c1 (stereo not given)
→ 11.4%, 10.7
- CCCCNC(=O)c1ccc(Cn2c(=S)[nH]c3c([nH]c4ccc(OC)cc43)c2=O)cc1
→ ?, nt
- Nc1nc(SCc2cccc(Br)c2)n[nH]1
→ i, 3.6
- Cc1ccc(NC(=O)Cn2c(=O)n(CCCC(=O)NCc3ccco3)c(=O)c3ccccc32)cc1
→ ?, nt

Each structure is followed by: Lipid storage S3, Lipid storage S3 cell count max
- CCN(CC)S(=O)(=O)c1ccc(N2CCOCC2)c(NC(=O)C2=COCCO2)c1
→ -9.6%, -3.2
- OC(COc1cccc2ccccc12)CN1CCN(c2cccc(Cl)c2)CC1 (stereo not given)
→ ?, nt
- Oc1ccc(/C=N/Nc2nc(N3CCCCCC3)nc(N3CCCCCC3)n2)c(O)c1
→ ?, nt
- Cn1c(C(=O)N2CCCCCC2)cc2c(=O)n(C)c3ccccc3c21
→ 5.6%[9.22 µM], 8.1
- Cc1cnc(C(=O)N2CCCC(N3CCN(c4ccccc4C)CC3)C2)cn1 (stereo not given)
→ -6.6%, 7.0
- COc1ccc(OC)c(N2C(=O)C(Cl)=C(N3CCCCC3)C2=O)c1
→ ?, nt
- COc1ccc2oc(=N)c(C(=O)Nc3ccccc3)cc2c1
→ ?, nt
- CC1Cc2ccccc2N1C(=O)CSc1nnnn1Cc1ccccc1 (stereo not given)
→ ?, nt
- CCOC(=O)N1CCN(S(=O)(=O)c2ccc3c(c2)C(C)C(=O)N3)CC1 (stereo not given)
→ i, -1.6
- CC1CCN(C(=O)CN(c2ccccc2)S(=O)(=O)N(C)C)CC1
→ ?, nt
- C[C@@H](CSc1ccc(Br)cc1)CN1CC[C@H](O)CCC1=O
→ i, 18.5
- O=c1[nH]c(CSc2ncccn2)nc2c1cnn2-c1ccccc1
→ ?, nt
- CC(NS(=O)(=O)c1ccc(Br)cc1)C(N)=O (stereo not given)
→ ?, nt
- Cc1ccc(S(=O)(=O)N2CCN(C3CC(=O)N(Cc4ccccc4)C3=O)CC2)cc1C (stereo not given)
→ 20.6%, -7.5
- Cc1ccc(CNC(=O)c2ccc(N3CCC4(CC3)CC(c3ccccc3)=NO4)c(N)c2)cc1
→ ?, nt
- CCCCN(C)Cc1c(O)ccc2c(=O)c(-c3ccccc3OC)coc12
→ -2.9%, -13.5
- O=C(Nc1ccc2c(c1)CCCN2C(=O)c1cccs1)c1cccc(F)c1
→ i, -11.6
- COc1ccc(CCN2Cc3c(N)cccc3C2=O)cc1OC
→ 4.5%, 17.9
- Cc1c(C(c2ccc(N(C)C)cc2)c2c(C)n(C)n(-c3ccccc3)c2=O)c(=O)n(-c2ccccc2)n1C
→ 6.1%, 22.3
- Cc1cc(/C=N/NC(=O)C(=O)NCc2ccccn2)c(C)n1-c1ccccc1
→ ?, nt
- O=C(COC(=O)c1ccc([N+](=O)[O-])o1)Nc1nc2ccccc2s1
→ -1.8%, -3.3
- Cc1n[nH]c(=O)c2c(NC(=O)CSc3nn(-c4ccc(F)cc4)c(=S)s3)oc(C)c12
→ 24.8%, nt
- COc1cc(/C=N/NC(=O)CNC(=O)/C=C/c2ccco2)cc(OC)c1OC
→ ?, nt
- Cc1ccc(S(=O)(=O)N(C)C(C)CCc2ccco2)cc1 (stereo not given)
→ ?, nt
- CN1c2ccccc2C(=O)NC1c1ccc(Cl)cc1 (stereo not given)
→ ?, nt
- Cc1cc(-n2c(SCC(=O)Nc3ccc(Br)cc3)nc3n[nH]c(C)c3c2=N)ccc1Cl
→ ?, nt
- CC(NC(=O)CSc1nc2ccccc2n1CCC#N)c1ccc(F)cc1 (stereo not given)
→ ?, nt
- COc1cccc(C(=O)NCCC2=CCCCC2)c1OC
→ 16.0%, 24.0
- CC(C)NS(=O)(=O)c1ccc(OCC(=O)Nc2ccc(F)cc2F)cc1
→ i, nt
